# NR2E3 ag-1 = NR2E3 agonists in two-hybrid cells, primary screen, cell-based, luminescence, CHO-S, Gal4-NCOR/VP16-NR2E3; Photoreceptor-specific nuclear receptor (Homo sapiens), Q9Y5X4; luciferase; hit rate 0.35% among 360,000; inhibition of corepressor binding, % at 3.98 µM; AID 602229, 2012;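 active means inhibition above the mean of all tested compounds plus 3 SD, cut at about 70% in these data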;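 further: 0% = DMSO with NR2E3 transfected cells and 100% = cells lacking NR2E3 construct; higher means lower luciferase signal from less NR2E3 corepressor binding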
# Target sequence (Q9Y5X4 whole entry, looked up, the tested form may be a part): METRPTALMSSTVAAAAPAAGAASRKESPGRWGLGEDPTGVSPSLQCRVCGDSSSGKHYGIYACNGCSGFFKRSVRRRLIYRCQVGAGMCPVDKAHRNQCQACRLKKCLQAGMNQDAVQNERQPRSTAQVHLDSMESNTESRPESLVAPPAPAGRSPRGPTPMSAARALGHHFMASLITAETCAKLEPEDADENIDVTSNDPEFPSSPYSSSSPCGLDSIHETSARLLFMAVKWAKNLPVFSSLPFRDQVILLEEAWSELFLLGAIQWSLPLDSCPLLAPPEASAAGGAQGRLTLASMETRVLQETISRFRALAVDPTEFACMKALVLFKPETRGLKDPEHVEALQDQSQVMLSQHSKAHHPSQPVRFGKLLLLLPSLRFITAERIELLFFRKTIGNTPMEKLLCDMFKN
# hiPSC survival = enhancers of single-cell hiPSC survival, primary screen, ATPlite luminescence; survival enhancement, % at 20 µM; 100% = ROCK inhibitor wells, 0% = DMSO; AID 602274, 2012; hit rate 0.044% among 360,000; in the data active means survival enhancement above about 18%;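 further: cells exposed to compounds for 16 hours before the ATP read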
# aDG glyco act = activators of alpha-DG glycosylation, primary screen, uHTS, Pro5-aDG cells, AlphaScreen | alpha-DG glycosylation AlphaScreen (IIH6); 0% Pro5, 100% B10-LARGE cell signal | activation, % at 10 µM | hit rate 0.22% among 360,000;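 active means activation of at least 8% versus controls, or a plate z-score of at least 8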;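 further: Pro5 are CHO cells carrying HIG-tagged alpha-DG that lacks glycosylation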
# MITF TRPM1 inh = inhibitors of MITF-dependent TRPM1 promoter reporter, primary screen, cell-based, SK-MEL-5, single point, luciferase. SK-MEL-5 TRPM1 promoter luciferase, 24 h. inhibition, % at 12.5 µM. hit rate 0.83% among 330,000;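 active means mean inhibition across replicates of 60% or more, whatever share of single replicates reaches that level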; further: values of inactives mirror those of a sister screen read the other way
# HIF-2a block = HIF-2a reporter inhibitors, primary screen, luminescence, 786-0 RCC cells | inhibition, % at 18.8 µM | AID 624352, 2012 | 786-0 RCC cells HIF-2a reporter, luciferase luminescence, overnight | hit rate 0.72% among 360,000;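 active means inhibition of the luminescence signal of 40% or more relative to plate controls, in a single-dose primary screen at 18.75 µM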
# CF NFkB block = inhibitors of PAF-induced NF-kB signaling, primary screen, cell-based, GFP fluorescence, uHTS | inhibition, % at 5 µM | KKLEB NF-kB-GFP reporter, GFP fluorescence overnight | AID 588850, 2011 | hit rate 0.86% among 360,000;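 active means at least 50% inhibition at 5 µM, scaled per plate between neutral and stimulator controls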;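 further: PAF is a Pseudomonas aeruginosa culture filtrate used as stimulus; plate controls were PAF-stimulated DMSO wells for no effect and unstimulated DMSO wells for full effect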
# TWEAK Fn14 block = inhibitors of TWEAK-Fn14 signaling, primary screen, luciferase reporter cells, uHTS | TWEAK-stimulated Fn14 reporter cells, luciferase luminescence, 8 h | hit rate 2% among 360,000 | inhibition, % at 10 µM; in the data active means inhibition above about 50%
# KKLEB cytotox = cytotoxicity in KKLEB CF airway cells, primary screen, cytotoxicity control for CF NF-kB inhibitor project, cell-based, uHTS, fluorescence assay plates | KKLEB CF airway cells viability, ATPlite luminescence, overnight; stronger effect = lower value; cells stimulated with P. aeruginosa culture filtrate | activity change (cytotoxicity), % at 5 µM | hit rate 0.36% among 360,000 | AID 602141, 2011;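 active means corrected activity change at or below -50% at 5 µM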
# NR2E3 ag-2 = inhibitors of NR2E3-RetCOR corepressor binding, primary screen, NR2E3 agonist project, biochemical, TR-FRET, GST-NR2E3, biotin-RetCOR; 1536-well; AID 2300, 2010; inhibition of corepressor binding, % at 4.78 µM; hit rate 0.12% among 320,000; Photoreceptor-specific nuclear receptor (Homo sapiens), Q9Y5X4;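 active means percent inhibition above the cutoff of mean plus 3 SD of all tested compounds, set per screening campaign, cut at about 20% in these data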;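 further: 0% = DMSO wells and 100% = biotin wells as full block of FRET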
#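 Test system – NR2E3–RetCOR corepressor complex · Quantity – NR2E3 fusion 1.35 nM · Buffer or medium – Tris pH 7.5 · Incubation – Compound–protein incubation for 5 h at 4 °C · Technique – TR-FRET, Eu(K)-anti-GST donor, streptavidin-D2 acceptor, ex 340, em 617/671 nm · Evaluation – percent inhibition of 671/617 nm emission ratio versus biotin and DMSO controls · Plate – 1536-well format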
# Peg3 prom inh = Peg3 promoter-driven luciferase inhibitors, primary screen, cell-based, HeLa, luciferase luminescence; inhibition, % at 20 µM; AID 588405, 2011; HeLa PEG-Prom luciferase reporter, overnight; hit rate 1.7% among 360,000;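 active means inhibition of at least 50% at 20 µM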
# Shn3 3UTR inh = reduction of Shn3 3'UTR firefly luciferase signal, primary screen, Schnurri-3 inhibitor project, cell-based, Clone20 osteoblasts, set 2; Clone20 osteoblast Shn3 3'UTR firefly luciferase, 24 h; inhibition, % at 12.5 µM; hit rate 0.52% among 360,000;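 active means mean inhibition of at least 75% with every replicate also reaching 75%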;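 further: 0% = median of neutral control wells and 100% = pilot-screen positive control compound; some compounds past the cut are filed as inactive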
# Active calls of the source: *; x = no result given.
SMILES,NR2E3 ag-1,hiPSC survival,aDG glyco act,MITF TRPM1 inh,HIF-2a block,CF NFkB block,TWEAK Fn14 block,KKLEB cytotox,NR2E3 ag-2,Peg3 prom inh,Shn3 3UTR inh
COc1cc(C2NC(=O)NC(O)(C(F)(F)F)C2C(=O)c2cccs2)ccc1O (stereo not given),-8.3,0.3,-0.1,-8.2,-21.6,7.0,-21.4,-2.0,-3.0,-29.7,9.9
CCC1CC(/C(C)=N/NC(N)=O)OC1=O (stereo not given),-1.6,-0.2,0.1,-8.4,8.3,-12.1,2.2,11.5,6.3,-20.0,-25.4
COc1ccc(C(=O)c2ccc3oc(-c4ccc(OC)cc4)c(-c4ccc(O)cc4)c3c2)cc1,-23.5,-0.7,0.9,-2.2,15.1,43.0,21.5,-30.6,x,44.1,-1.6
Cc1ccc(NC(=O)c2cnc(SCC(=O)NCC3CCCO3)n(C)c2=O)cc1 (stereo not given),-44.8,1.7,0.2,6.6,-72.2,0.2,27.2,-4.3,0.6,-100.3,-50.9
Cc1[nH]c2ccc(C(=O)N3CCCCC3)cc2c1C,-54.1,-0.5,0.1,-87.7,-246.3,0.1,-7.7,10.5,-1.2,-263.4,-75.9
CCn1cc(C(=O)NCCCN2CCC(C)CC2)c(=O)c2cc(S(=O)(=O)N3CCCC3)ccc21,-23.3,-2.1,-0.1,-6.1,21.9,-13.3,-11.3,3.1,3.2,8.0,11.6
O=C(NCCc1ccc(Cl)cc1)c1cccs1,-33.0,0.2,0.0,-70.7,-215.9,9.9,-20.2,-11.2,2.9,-200.0,-40.4
CC(C)c1ccc(N=C(N)N=C(N)N)cc1,22.3,-0.4,0.5,-0.7,9.8,12.1,8.1,1.4,1.5,12.7,-2.7
O=C1C2CC=C(Cl)CC2C(=O)N1CCC[n+]1ccccc1 (stereo not given),-14.1,-0.4,0.1,5.4,12.5,6.3,2.4,1.9,-5.8,3.7,-28.7
Cc1ccc(C)c(S(=O)(=O)N2CCN(CC(=O)NC(=O)NCc3ccccc3)CC2)c1,0.4,0.4,-0.1,-1.6,17.6,11.2,-3.2,-8.3,-0.5,26.7,7.3
COc1ccccc1C(=O)NCCOc1ccc(C)c(C)c1,-2.5,0.1,0.0,2.2,-20.8,4.3,-4.3,-1.2,x,-8.0,-10.6
COc1ccccc1NC(=O)C1=C(C)Nc2nc(-c3ccc(N(C)C)cc3)nn2C1c1ccncc1 (stereo not given),-20.9,1.0,-0.3,0.3,16.8,-11.3,-16.2,9.3,-3.5,5.3,1.5
Cc1ccc(/C=C/C2=NN(Cc3ccc(Cl)c(Cl)c3)C(=O)CC2)cc1,-7.3,0.7,-0.2,6.9,7.8,-4.5,14.3,4.5,3.7,7.5,-19.4
O=S(=O)(c1ccc2oc(=S)[nH]c2c1)N1CCOCC1,-1.0,0.0,0.2,4.6,11.0,-11.0,-6.3,4.2,0.6,-9.7,-0.7
Cc1ccc(OCC(=O)NC2CC(C)(C)NC(C)(C)C2)c(C)c1,10.0,0.3,0.1,-5.2,5.0,-9.0,7.5,1.6,1.1,-5.8,-4.9
CCC(=O)Nc1ccc(NC(=O)c2cccc3ccccc23)cc1,-12.5,-0.5,0.1,5.6,8.3,-8.5,1.1,9.3,0.4,-86.0,-5.4
O=C(NCCNC(=O)c1ccc(Br)o1)c1ccc(Br)o1,-32.0,2.3,0.0,10.2,6.5,1.3,-1.0,0.6,-0.3,-3.3,1.8
Cc1cccc(NC(=O)CCc2ccccc2)c1,-1.2,-0.4,0.0,-36.1,-126.0,-14.2,-16.7,7.9,6.6,-96.2,-8.4
C=CCNC(=O)NC(=O)COn1nnc2ccc(S(=O)(=O)N(C)C)cc21,-5.4,2.8,-0.2,0.0,0.5,1.5,1.5,-8.5,-1.8,-7.0,-35.6
COC(=O)c1oc2ccc(Br)cc2c1NC(C)=O,16.7,0.3,0.1,12.4,0.0,-32.3,2.6,7.4,1.4,-1.6,1.5
Cc1onc(-c2ccccc2Cl)c1C(=O)O/N=C(\N)c1cccc([N+](=O)[O-])c1,-13.8,-2.3,-0.1,x,13.7,-2.0,-21.9,-6.6,x,36.4,7.7
COc1ccc2[nH]c(C(=O)N(Cc3ccccn3)Cc3ccccn3)cc2c1,-7.0,-0.6,0.1,-1.2,6.1,-0.9,-3.3,0.7,-0.9,-3.4,-13.1
O=C(/C=C/c1ccc(OCc2ccccc2)c(OCc2ccccc2)c1)c1cccnc1,-1.0,-3.1,2.7,23.9,26.4,-9.7,-7.9,-5.8,0.0,36.8,88.8*
Cc1cnc(C(=O)OCC(=O)N2C(C)CCCC2C)cn1 (stereo not given),6.5,-0.4,0.0,-8.7,1.8,17.2,4.0,-8.4,x,0.5,1.7
CCN1C[C@@H]2[C@@H]3C(=O)N(Cc4ccccc4)C(=O)[C@@H]3[C@](C)(C1=O)N2C(=O)c1ccc(C(F)(F)F)cc1,5.9,-2.2,0.3,-3.3,3.8,16.0,-9.8,-0.2,x,-7.4,-0.8
COc1cccc(CC(=O)Nc2ccc(S(=O)(=O)N3CCCCC3)cc2)c1,4.8,-2.1,-0.1,5.3,13.3,-5.7,-3.0,-21.3,x,27.5,63.1
CC1(C)CC(=O)c2sc(NC(=O)Cc3cccs3)nc2C1,-48.1,-2.4,1.6,-26.5,-85.3,2.7,-11.9,5.3,1.1,-50.5,-28.4
CCc1c(C(=O)NNC(=S)NCCc2ccccc2)csc1C,-47.9,-5.2,0.5,-6.5,-118.6,5.1,-18.6,-6.4,4.6,-60.8,-8.8
COc1ccc(NC(=O)COC(=O)CCc2nc3ccccc3c(=O)[nH]2)c(OC)c1,10.7,0.9,0.4,7.4,6.6,8.0,-17.2,-11.3,-0.9,8.9,-10.4
CCOC(=O)c1ccc(NC(=O)NCc2ccn(CC)n2)cc1,0.0,-3.0,0.1,-16.6,-52.6,15.0,-4.3,3.9,1.7,-59.2,-4.2
CC1CCN(c2ccccc2NC(=O)c2ccc(F)cc2)CC1,2.1,-0.6,0.1,6.6,23.6,1.0,14.4,6.8,-0.4,12.0,1.3
Cc1nc(NC(N)=S)sc1C(=O)Nc1ccccc1,11.6,-1.7,-0.2,-10.3,-18.9,-6.7,9.6,4.1,4.7,-14.8,-3.9
O=C(N/N=C\c1cccc([N+](=O)[O-])c1O)C1COc2ccccc2O1 (stereo not given),-8.9,-1.1,-0.1,1.6,-7.6,2.3,-13.1,6.9,0.0,-6.9,-45.7
CNc1nc(-c2ccc(OC)cc2)c(-c2ccc(OC)cc2)s1,-25.1,-0.7,-0.1,7.1,20.6,19.3,9.5,-9.9,2.2,12.7,4.3
Cc1cc(C)nc(SCc2cc(=O)c(OC(=O)c3ccc(S(=O)(=O)N(C)C)cc3)co2)n1,13.7,-0.8,-0.3,3.4,21.7,4.8,6.1,5.5,0.1,13.5,4.0
CC1CC(=O)c2cn3c(nc2C1)nc1ccccc13 (stereo not given),-2.1,-0.2,0.2,3.1,-11.3,-17.3,-12.2,15.1,5.4,9.6,-20.8
Fc1ccc(-c2nc3ccccc3c3nc4ccccc4n23)cc1,-11.3,-1.0,-0.2,10.6,19.9,-23.4,58.0*,-12.3,-1.1,28.5,8.8
CCCCn1c(SCC(=O)Nc2nnc(C)s2)nnc1-c1ccncc1,-28.8,-0.1,-0.4,5.7,10.0,-9.3,18.1,-11.7,-1.5,-11.4,-13.9
CSc1ccc(-c2cccc3nncn23)cc1,-20.7,1.9,-0.3,x,-6.0,4.2,12.2,-2.7,x,0.6,0.4
COc1ccc(N2C(=O)[C@H]3CCC=C[C@H]3[C@@H]2c2ccccc2Br)cc1,-59.2,3.5,-0.1,-16.1,28.6,40.2,3.7,-1.4,x,28.0,2.5
Cc1c(/C=N/NC(=O)c2cccnc2)c2ccccc2n1Cc1ccccc1,-31.2,0.1,3.1,22.0,-3.6,-21.8,55.5*,4.0,4.9,19.0,69.7
NS(=O)(=O)CCCc1ccccc1,-5.8,7.2,-0.2,-7.7,15.4,5.5,-3.7,9.6,4.1,-3.5,-7.0
C1CCC2(CC1)C1=C(CCCC1)Nc1nnnn12,2.7,-3.4,-0.2,3.6,4.1,-7.4,-0.4,7.5,-2.5,4.7,-19.0
CC(=NCCCN(C)C)C1=C(O)c2ccccc2C1=O,-28.5,-2.7,4.5,-15.7,-118.8,-4.3,14.2,11.3,2.6,-82.5,-30.1
COc1ccc(-c2nnc3sc(-c4ccccc4OC)nn23)cc1,-27.2,-2.4,0.0,-20.7,-66.1,-40.4,-36.5,20.7,4.2,-21.6,-20.3
O=C(NCc1ccco1)C(c1cccnc1)N(C(=O)Cn1nnc2ccccc21)c1ccc(F)cc1 (stereo not given),-8.0,-1.0,0.5,-8.0,9.1,-2.4,9.0,2.9,-2.6,8.7,1.2
CC1=NNC(=O)C1CC(=O)N/N=C/c1cccs1 (stereo not given),15.4,-0.6,-0.1,5.5,10.2,4.0,-13.9,-1.3,-5.3,9.5,-9.9
N#Cc1ccc(CSc2ncnc3c2cnn3Cc2ccccc2)cc1,-10.1,-1.5,0.5,-7.7,8.0,-16.7,-4.2,1.4,0.8,4.1,10.7
NC(=O)c1nc(-c2ccco2)nc2c1[nH]c(=O)n2-c1ccc(Cl)c(Cl)c1,7.0,0.2,-0.1,4.6,16.6,-12.4,-2.9,3.2,-3.1,80.0*,-2.5

# Whole records from above.
# Profile of O=C(NCc1ccco1)C(c1cccnc1)N(C(=O)Cn1nnc2ccccc21)c1ccc(F)cc1 (stereo not given) → NR2E3 ag-1: -8.0; hiPSC survival: -1.0; aDG glyco act: 0.5; MITF TRPM1 inh: -8.0; HIF-2a block: 9.1; CF NFkB block: -2.4; TWEAK Fn14 block: 9.0; KKLEB cytotox: 2.9; NR2E3 ag-2: -2.6; Peg3 prom inh: 8.7; Shn3 3UTR inh: 1.2
# Profile of N#Cc1ccc(CSc2ncnc3c2cnn3Cc2ccccc2)cc1 → NR2E3 ag-1: -10.1; hiPSC survival: -1.5; aDG glyco act: 0.5; MITF TRPM1 inh: -7.7; HIF-2a block: 8.0; CF NFkB block: -16.7; TWEAK Fn14 block: -4.2; KKLEB cytotox: 1.4; NR2E3 ag-2: 0.8; Peg3 prom inh: 4.1; Shn3 3UTR inh: 10.7

# Bioassay records as filed in PubChem.
